697 NFkB inh: lowers PMA/ionomycin-induced NF-kB signal in 697 B cells | 697 B-cell NF-kB luciferase reporter, 16 h | inhibition, % at 4 µM | 330,000 compounds, 0.33% hits; in the data active means inhibition above about 35%
UPR CHOP act: activators of apoptotic arm of unfolded protein response (CHOP); AID 449763; 330,000 compounds, 0.34% hits; activation, % at 10 µM; CHO-CHOP luciferase reporter, UPR activation, luminescence; percent of tunicamycin response over DMSO baseline;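 active means at 10 µM dose, activation of 40% or more, normalized to positive control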;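 further: 100% = tunicamycin at 10 µg/mL and 0% = DMSO alone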
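System: CHO-CHOP luciferase reporter cell line | Buffer or medium: F12 medium containing 10% fetal bovine serum | Doses: One dose, 10 µM in 0.5% DMSO | Times: 6 h compound exposure at 37 °C after overnight seeding | Signal: Luciferase luminescence | Read-out: % activation vs tunicamycin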
Jurkat NFkB inh: inhibitors of the PMA/ionomycin-induced NF-kB reporter in Jurkat cells. PMA/ionomycin-induced NF-kB luciferase reporter, luminescence. inhibition, % at 4 µM. 330,000 compounds, 0.53% hits. AID 435003; in the data active means inhibition above about 50%
tim23-1 inh: growth inhibitors of tim23-1 mutant yeast. 330,000 compounds, 1.3% hits. inhibition, % at 20 µM. S. cerevisiae tim23-1 growth, BacTiter-Glo luminescence, 24 h. AID 463212;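 active means growth inhibition of the mutant yeast at or above 50%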;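 further: temperature-sensitive mutant grown at 25 °C; plate controls were DMSO-treated mutant yeast for no effect and medium wells lacking yeast for full effect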
XBP1 UPR activ: activators of adaptive arm of unfolded protein response (XBP1) | CHO-XBP1 luciferase reporter, IRE1-XBP1 UPR activation, luminescence; percent of tunicamycin response, DMSO as zero | AID 463104 | 330,000 compounds, 0.33% hits | activation, % at 20 µM;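 active means versus positive control, 20 µM dose yields 30% or more activation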;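 further: 100% = tunicamycin at 10 µg/mL and 0% = DMSO only wells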
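Material: CHO-XBP1 cells stably carrying IRE1-XBP1-driven luciferase reporter | Medium: F12 with 10% serum | Compound dosing: 20 µM single concentration, DMSO 1% | Incubation: Overnight seeding at 37 °C, 6 h compound treatment at 37 °C | Detection: Steady-Glo luminescence read | Read-out basis: % activation of reporter signal versus tunicamycin and DMSO controls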
APJ antag: blocks the human apelin receptor APJ | AID 2521 | CHO-K1 APJ beta-arrestin complementation, luminescence | P35414 | inhibition, % at 20 µM | 330,000 compounds, 0.32% hits;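 active means inhibition above about 40% at 20 µM, limit read from the data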;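 further: cells challenged with 10 nM apelin-13 agonist together with compound; plate controls were apelin-13 plus DMSO wells for no effect and DMSO wells lacking apelin-13 for full effect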
APJ ag: activates the human apelin receptor APJ | P35414 | CHO-K1 APJ PathHunter beta-arrestin, luminescence; 0% DMSO wells, 100% apelin | activation, % at 20 µM | 330,000 compounds, 0.11% hits;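 active means activation more than six SD over the plate average, tested at 20 µM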;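 further: 0% = DMSO alone and 100% = apelin-13 at 10 nM; some results filed as inactive read as strong as hits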
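Assay system: CHO-K1 APJ beta-arrestin complementation cell line / Compound: single test compound dose, 20 µM final, 1% DMSO / Times: overnight seeding, 90 min compound at 25 °C, 1 h detection / Technique: beta-gal luminescence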
Mdm2 MdmX PPI: disrupts the human Mdm2-MdmX interaction; O15151+Q00987; SaOS-2 split-luciferase Mdm2/MdmX complementation, luminescence; inhibition, % at 8 µM; 330,000 compounds, 3% hits;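 active means inhibition of at least 50% at 8 µM in the primary screen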
Target sequence (O15151 whole entry, looked up): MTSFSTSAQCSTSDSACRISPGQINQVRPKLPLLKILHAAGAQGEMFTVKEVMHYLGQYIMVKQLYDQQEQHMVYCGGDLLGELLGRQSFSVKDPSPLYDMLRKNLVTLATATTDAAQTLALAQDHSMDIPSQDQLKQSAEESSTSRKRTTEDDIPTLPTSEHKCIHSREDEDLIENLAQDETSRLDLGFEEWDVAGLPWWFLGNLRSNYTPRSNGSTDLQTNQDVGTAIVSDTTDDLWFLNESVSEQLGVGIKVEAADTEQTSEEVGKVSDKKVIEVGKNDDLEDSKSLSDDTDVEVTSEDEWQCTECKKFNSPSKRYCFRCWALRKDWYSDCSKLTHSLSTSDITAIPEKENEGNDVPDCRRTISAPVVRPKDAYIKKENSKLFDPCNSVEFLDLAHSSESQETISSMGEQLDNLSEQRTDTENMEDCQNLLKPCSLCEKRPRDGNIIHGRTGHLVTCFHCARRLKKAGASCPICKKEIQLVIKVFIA
Target sequence (Q00987 whole entry, looked up): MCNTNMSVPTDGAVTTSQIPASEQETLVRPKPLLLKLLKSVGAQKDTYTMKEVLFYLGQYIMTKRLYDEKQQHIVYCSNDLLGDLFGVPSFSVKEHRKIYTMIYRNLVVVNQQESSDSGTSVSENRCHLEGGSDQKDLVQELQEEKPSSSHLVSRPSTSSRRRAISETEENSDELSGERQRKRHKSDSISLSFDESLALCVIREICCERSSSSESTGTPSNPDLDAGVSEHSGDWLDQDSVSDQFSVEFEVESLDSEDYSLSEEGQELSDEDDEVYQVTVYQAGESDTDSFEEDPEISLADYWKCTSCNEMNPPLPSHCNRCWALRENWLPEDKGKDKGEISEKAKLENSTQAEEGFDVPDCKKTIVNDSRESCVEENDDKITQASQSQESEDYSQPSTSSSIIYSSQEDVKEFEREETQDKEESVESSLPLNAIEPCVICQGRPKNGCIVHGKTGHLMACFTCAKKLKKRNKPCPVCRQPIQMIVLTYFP
* = called active by the depositor.

Screens by letter – A = 697 NFkB inh; B = UPR CHOP act; C = Jurkat NFkB inh; D = tim23-1 inh; E = XBP1 UPR activ; F = APJ antag; G = APJ ag; H = Mdm2 MdmX PPI
[1] CCCCCCCC(=O)NNC(=O)CCC(=O)O
  A = 14.1	B = -2.7	C = 8.5	D = 11.8	E = -5.4	F = 6.5	G = -0.1	H = 5.9
[2] Cc1ccc(Cl)cc1NC(=O)COC(=O)c1ccccc1O
  A = 1.0	B = -1.0	C = 10.8	D = -14.6	E = -3.1	F = 1.3	G = -2.7	H = 24.0
[3] COc1cccc(CN2CCNC(=O)C2CC(=O)NCCCC2CCCC2)c1OC (configuration not stated)
  A = 17.2	B = 0.2	C = 0.3	D = -2.9	E = -9.1	F = -4.0	G = -4.8	H = 14.8
[4] Cc1ccc(S(=O)(=O)c2ccccc2)cc1S(=O)(=O)N1CCOCC1
  A = -3.4	B = -0.3	C = -3.9	D = 8.9	E = -2.2	F = -2.6	G = -0.5	H = -3.1
[5] Cc1ccc[n+](CC(=O)Nc2cccc(Cl)c2)c1
  A = 8.9	B = -0.7	C = -2.9	D = -2.6	E = -4.7	F = -13.4	G = -0.3	H = 7.7
[6] CN(C(=O)COC(=O)CN1C(=O)C2CC=CCC2C1=O)c1ccccc1 (configuration not stated)
  A = 3.4	B = -0.7	C = -1.9	D = 10.3	E = -0.1	F = -43.8	G = 7.0	H = 12.9
[7] CCCCn1nc(C(=O)N(C)CC(=O)Nc2ccc(F)c(F)c2F)ccc1=O
  A = 4.8	B = -0.5	C = -1.9	D = -0.1	E = -1.1	F = 1.1	G = -2.2	H = -3.1
[8] Cn1cccc1C1Nc2ccccc2NC2=C1C(=O)CC(C)(C)C2 (configuration not stated)
  A = 16.0	B = -0.5	C = 4.8	D = 0.3	E = 4.0	F = 14.6	G = -5.3	H = 5.5
[9] COc1ccc(C(=O)N/C(=C/c2cccs2)c2nc3ccccc3[nH]2)cc1OC
  A = -7.9	B = -0.5	C = -12.8	D = 14.4	E = -1.8	F = 6.8	G = -4.6	H = -0.9
[10] CS(=O)(=O)N1CCCC(C(=O)NCCCN2CCOCC2)C1 (configuration not stated)
  A = 15.2	B = 0.2	C = -12.7	D = 1.4	E = -2.9	F = -12.4	G = -3.9	H = 10.3
[11] Clc1cccc(Oc2cnns2)c1Cl
  A = -5.9	B = -0.1	C = -2.6	D = -17.5	E = -2.4	F = 8.1	G = 2.8	H = 21.6
[12] CCOC(=O)Cn1nnnc1CN(CCc1ccccc1)Cc1cc2cc(CC)ccc2[nH]c1=O
  A = 16.4	B = 2.0	C = 4.1	D = 33.5	E = -0.5	F = 4.9	G = 2.6	H = 22.8
[13] COc1ccc(OC)c(NC(=O)CN(c2ccc(C(C)C)cc2)S(=O)(=O)c2c(C)noc2C)c1
  A = 24.9	B = 4.0	C = 2.3	D = 12.9	E = -3.1	F = -3.9	G = -1.4	H = 40.1
[14] COc1ccc(C(=O)N2CCN(c3cnn(-c4ccccc4)c(=O)c3Cl)CC2)cc1
  A = 22.4	B = 1.0	C = 5.7	D = 17.2	E = -0.7	F = -20.0	G = -2.6	H = -0.6
[15] CC(NC(=O)c1ccco1)C(=O)N1CCN(S(=O)(=O)c2ccccc2C#N)CC1 (configuration not stated)
  A = -4.0	B = 0.2	C = -1.1	D = 19.0	E = -1.4	F = -8.6	G = -2.4	H = -21.5
[16] COc1ccc(NC(=O)CSc2nnc(-c3ccccn3)n2N)c(OC)c1
  A = -23.4	B = 0.4	C = 18.8	D = -10.3	E = -1.0	F = 3.8	G = -1.3	H = -12.9
[17] CC(=O)c1ccc(OC(C)C)c(CSC(=N)N)c1
  A = -6.5	B = -1.7	C = -5.2	D = 11.5	E = 1.9	F = -10.2	G = -3.2	H = -27.8
[18] COc1ccccc1NC(=O)CNC(=O)Cn1cnc2sc(C)c(C)c2c1=O
  A = -4.1	B = 0.4	C = 4.2	D = -7.0	E = -1.0	F = 8.6	G = -0.6	H = 29.0
[19] Cc1ccc(NC(=O)c2ccc(OC(F)(F)F)cc2)cc1S(=O)(=O)N(C)C
  A = -4.0	B = 3.7	C = 38.1	D = 24.0	E = 1.4	F = -7.2	G = 0.1	H = 15.1
[20] O=C(CN(c1ccc(F)cc1)S(=O)(=O)c1ccc2c(c1)OCCO2)Nc1cccnc1
  A = -13.6	B = -0.4	C = -17.5	D = 11.7	E = -3.9	F = 5.7	G = 4.3	H = -23.5
[21] CCOC(=O)c1sc(NCCNc2nc(C)c(C(=O)OCC)s2)nc1C
  A = 5.9	B = -1.8	C = 1.2	D = -21.3	E = 0.7	F = 0.6	G = -1.8	H = -1.8
[22] CC(C)c1ccc(OCC(=O)Nc2ccncc2)cc1
  A = -11.5	B = 2.1	C = 4.5	D = 33.1	E = -1.7	F = -4.8	G = 0.1	H = 4.9
[23] COc1cc(=O)[nH]c(SCC(=O)Nc2nc3c(s2)CCCC3)n1
  A = -0.7	B = 2.6	C = -7.9	D = -2.5	E = -3.6	F = -0.7	G = -0.3	H = -16.0
[24] O=C(Cc1cccs1)Nc1nc(-c2ccc(F)cc2F)cs1
  A = -8.1	B = 2.1	C = 1.6	D = 41.0	E = -1.1	F = 8.4	G = -0.9	H = -9.3
[25] CC(/C=N/n1c(COc2ccccc2)n[nH]c1=S)=C\c1ccco1
  A = 12.9	B = -2.4	C = 11.9	D = 25.1	E = -0.3	F = 9.7	G = -3.2	H = 25.1
[26] Cc1ccc2nc(NC(=O)c3cc(-c4ccco4)nc4ccccc34)sc2c1
  A = -17.9	B = 0.8	C = -6.6	D = 13.7	E = -2.6	F = 12.8	G = -2.1	H = 61.2*
[27] Cc1cc(-c2csc(N)n2)c(C)n1CCc1ccccc1
  A = 11.4	B = -5.8	C = -12.4	D = 16.0	E = -2.4	F = 1.3	G = 0.8	H = 16.5
[28] O=c1cc(O)c2ccccc2n1Cc1ccccc1F
  A = 8.3	B = -0.8	C = 2.5	D = 23.7	E = 2.7	F = 4.3	G = 0.4	H = 22.4
[29] CCn1c(Sc2ccc([N+](=O)[O-])cn2)nnc1-c1ccco1
  A = 2.1	B = -2.6	C = 18.8	D = 11.6	E = 0.2	F = -6.8	G = -0.6	H = 32.3
[30] CCCCNC(=O)CCc1nc2cccnc2n1Cc1ccc(OC)cc1
  A = -48.8	B = -0.3	C = -5.0	D = 8.8	E = 1.8	F = -12.9	G = -2.9	H = 5.7
[31] CSc1ccc(Cl)c(C(=O)N2CCOc3ccccc32)c1
  A = 8.0	B = -1.9	C = 3.1	D = 38.0	E = -5.9	F = -6.9	G = -4.4	H = 19.9

In a second layout: results already given
Second line of a record – 697 NFkB inh	UPR CHOP act	Jurkat NFkB inh	tim23-1 inh	XBP1 UPR activ	APJ antag	APJ ag	Mdm2 MdmX PPI
21	CCOC(=O)c1sc(NCCNc2nc(C)c(C(=O)OCC)s2)nc1C
  5.9	-1.8	1.2	-21.3	0.7	0.6	-1.8	-1.8
22	CC(C)c1ccc(OCC(=O)Nc2ccncc2)cc1
  -11.5	2.1	4.5	33.1	-1.7	-4.8	0.1	4.9
23	COc1cc(=O)[nH]c(SCC(=O)Nc2nc3c(s2)CCCC3)n1
  -0.7	2.6	-7.9	-2.5	-3.6	-0.7	-0.3	-16.0
24	O=C(Cc1cccs1)Nc1nc(-c2ccc(F)cc2F)cs1
  -8.1	2.1	1.6	41.0	-1.1	8.4	-0.9	-9.3
25	CC(/C=N/n1c(COc2ccccc2)n[nH]c1=S)=C\c1ccco1
  12.9	-2.4	11.9	25.1	-0.3	9.7	-3.2	25.1
26	Cc1ccc2nc(NC(=O)c3cc(-c4ccco4)nc4ccccc34)sc2c1
  -17.9	0.8	-6.6	13.7	-2.6	12.8	-2.1	61.2*
27	Cc1cc(-c2csc(N)n2)c(C)n1CCc1ccccc1
  11.4	-5.8	-12.4	16.0	-2.4	1.3	0.8	16.5
28	O=c1cc(O)c2ccccc2n1Cc1ccccc1F
  8.3	-0.8	2.5	23.7	2.7	4.3	0.4	22.4
29	CCn1c(Sc2ccc([N+](=O)[O-])cn2)nnc1-c1ccco1
  2.1	-2.6	18.8	11.6	0.2	-6.8	-0.6	32.3
30	CCCCNC(=O)CCc1nc2cccnc2n1Cc1ccc(OC)cc1
  -48.8	-0.3	-5.0	8.8	1.8	-12.9	-2.9	5.7
31	CSc1ccc(Cl)c(C(=O)N2CCOc3ccccc32)c1
  8.0	-1.9	3.1	38.0	-5.9	-6.9	-4.4	19.9
